Source: PubChem
PLK1 PBD block: qHTS for Inhibitors of PLK1-PDB (polo-like kinase 1 - polo-box domain): Primary Screen; Serine/threonine-protein kinase PLK1 (Homo sapiens), P53350; Plk1 PBD binding of FITC phosphopeptide, fluorescence polarization; Potency, µM, inactives show max response, negative = inhibition, most hits filed as inhibitors; 2.8% of 360,000 active; AID 720504, 2013; further: potency means the concentration at half of the fitted maximal effect; series mostly up to about 57 µM; on the % scale 0 is the no-effect control and ±100 the full control effect; nearly all actives have a fitted effect of over 65% in size
IL2 activator: qHTS of IL-2 Activators | activation, % (series mostly up to about 46 µM) | 0.065% of 360,000 active | AID 652025, 2013 | IL-2 activation reporter assay, cell-based qHTS; stimulated with anti-CD3/CD4/CD28 beads; in transgenic mouse T cells; in the data active means activation above about 50%; inconclusive means mostly about 30% to 49%; further: 0% is about no effect
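Unstimulated transgenic mouse T cells, 750 per well, received compound and, after 60 minutes, anti-CD3/anti-CD4 bead plus anti-CD28 stimulation. EGFP and DsRed were quantified after 18 hours.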
EPAC1 ag: qHTS for Agonist of cAMP-regulated guanine nucleotide exchange factor 3 (EPAC1): primary screen. Rap guanine nucleotide exchange factor 3 (Homo sapiens), O95398. AID 720707, 2013. 0.073% of 360,000 active. EPAC1 agonist qHTS, biochemical assay; response scale: 100% = response to 6.5 mM cAMP. Potency, µM (series often up to 154 µM), for the others: at the highest dose activation, usual class: activators; further: potency means the concentration at half of the fitted maximal effect; nearly all actives have a fitted effect of over 60% in size
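Normalized to 6.5 mM cAMP, activity reflects EPAC1-catalysed release of BODIPY-GDP from Rap1B, followed kinetically over 30 min at 480 nm excitation, 540 nm emission. Reaction contained 100 nM EPAC1, 250 nM Rap1B-BODIPY-GDP, 50 uM GDP.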
PI5P4Ka inh: qHTS for Inhibitors of phosphatidylinositol 5-phosphate 4-kinase (PI5P4K). Phosphatidylinositol 5-phosphate 4-kinase type-2 alpha (Homo sapiens), P48426. PI5P4Kalpha enzyme, ADP-Glo luminescence, 60 min; active compounds read low. max response, %. 1.2% of 330,000 active; active means max response of -50% or lower; inconclusive means between -30% and -50%; inactive means -30% or higher; further: value at the top dose of about 77 µM; on the % scale 0 is the no-effect control and ±100 the full control effect
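ADP-Glo luminescence end-point read after a 60 min room-temperature kinase reaction of PI5P4Kalpha plus substrate, initiated with ATP at 5 microM final. Buffer: 0.038 M HEPES pH 7.4, EGTA, 0.1% CHAPS, 5% DMSO.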
EPAC1 antag: qHTS for Antagonist of cAMP-regulated guanine nucleotide exchange factor 3 (EPAC1): primary screen; EPAC1 GEF assay, Rap1b-BODIPY-GDP exchange fluorescence; AID 720709, 2013; Rap guanine nucleotide exchange factor 3 (Homo sapiens), O95398; Potency, µM (titrated, usually from 115 µM), inactives show at the highest dose activity change, negative = inhibition, actives largely listed as inhibitors; 0.14% of 360,000 active;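 further: potency means the concentration at half of the fitted maximal effect; plate controls were vehicle for no effect and positive control for full effect; nearly all actives have a fitted effect of over 50% in size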
CCT chaperon mod: High-Throughput Screening for Modulators of Cytosolic Chaperonin Activity; AID 651819, 2012; 0.3% of 360,000 active; purified chaperonin ATPase assay, HTRF ADP detection, 30 min; activity change, % (test concentration not listed), hits read low; in the data active means activity change below about -30%; further: on the % scale 0 is the no-effect control and ±100 the full control effect
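TRiC at 40 or 20 nM final (batch-dependent) in 30 mM Tris pH 7.4, 100 mM KCl, 5 mM MgCl2, 1 mM DTT, with compound at single 76 uM and 10 uM ATP, 30 min at 37 deg C. ADP detected by HTRF Transcreener, 665/615 ratio.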
WRN inhibitor: qHTS for Inhibitors of WRN Helicase; Bifunctional 3'-5' exonuclease/ATP-dependent helicase WRN (Homo sapiens), Q14191; WRN helicase unwinding, fluorescent forked duplex, kinetic; Potency, µM (highest dose often 114 µM), for the others: at the highest dose activity change, negative = inhibition, most hits filed as inhibitors; 0.46% of 360,000 active; AID 651768, 2012; further: potency means the concentration at half of the fitted maximal effect; on the % scale 0 is the no-effect control and ±100 the full control effect; nearly all actives have a fitted effect of over 55% in size
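Fluorescence dequenching readout, ex 525 nm/em 598 nm, kinetic mode: forked duplex DNA (100 nM final) with adjacent fluorophore and quencher unwound by WRN (20 nM final) with 2 mM ATP. Compound preincubation 15 min, room temperature.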
EPAC2 ag: qHTS for Agonist of cAMP-regulated guanine nucleotide exchange factor 4 (EPAC2): primary screen | Rap guanine nucleotide exchange factor 4 (Homo sapiens), Q8WZA2 | Potency, µM (top dose mostly 154 µM), without a hit: top-dose activation, hits mostly activators | AID 720711, 2013 | 0.079% of 360,000 active | EPAC2 activation, biochemical qHTS; response scale: 100% = 6.5 mM cAMP response; further: potency means the concentration at half of the fitted maximal effect; nearly all actives have a fitted effect of over 50% in size
Target sequence (Q8WZA2 whole entry, looked up): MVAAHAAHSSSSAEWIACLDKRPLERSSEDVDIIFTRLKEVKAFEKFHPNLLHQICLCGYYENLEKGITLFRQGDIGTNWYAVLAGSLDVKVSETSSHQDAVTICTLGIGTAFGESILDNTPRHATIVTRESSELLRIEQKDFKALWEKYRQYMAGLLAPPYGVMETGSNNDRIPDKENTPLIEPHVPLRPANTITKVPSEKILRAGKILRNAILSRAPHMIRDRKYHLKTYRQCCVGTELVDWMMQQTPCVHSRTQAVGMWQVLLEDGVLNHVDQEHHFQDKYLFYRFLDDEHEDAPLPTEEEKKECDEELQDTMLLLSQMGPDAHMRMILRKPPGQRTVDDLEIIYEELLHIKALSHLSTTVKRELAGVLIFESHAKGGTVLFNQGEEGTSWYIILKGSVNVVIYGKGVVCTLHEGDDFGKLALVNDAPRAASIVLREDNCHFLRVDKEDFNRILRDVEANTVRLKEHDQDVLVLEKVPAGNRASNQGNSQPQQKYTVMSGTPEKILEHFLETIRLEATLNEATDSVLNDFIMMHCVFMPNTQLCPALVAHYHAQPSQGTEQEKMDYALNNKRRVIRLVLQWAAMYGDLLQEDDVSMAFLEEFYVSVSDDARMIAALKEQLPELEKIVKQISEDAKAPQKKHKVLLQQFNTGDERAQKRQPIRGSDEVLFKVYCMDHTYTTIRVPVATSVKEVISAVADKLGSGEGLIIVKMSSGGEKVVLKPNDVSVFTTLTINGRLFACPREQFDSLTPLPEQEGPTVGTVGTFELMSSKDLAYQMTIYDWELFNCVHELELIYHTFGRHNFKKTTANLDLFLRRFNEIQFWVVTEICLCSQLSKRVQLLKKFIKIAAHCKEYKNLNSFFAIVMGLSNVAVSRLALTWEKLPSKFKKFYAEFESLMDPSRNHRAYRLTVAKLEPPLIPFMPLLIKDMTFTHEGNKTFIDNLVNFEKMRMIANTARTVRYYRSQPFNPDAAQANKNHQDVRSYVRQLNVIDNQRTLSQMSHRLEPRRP
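Setup: EPAC2 100 nM, labeled Rap1B complex 250 nM, free GDP 50 uM. Compound titrations pinned in, brief spin, 5 min room temperature incubation. Kinetic fluorescence read over 30 min, normalized to 6.5 mM cAMP.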
Numbers without * were called inactive; ? = inconclusive; nt = not tested or not shown; [ ] = another dose, or the depositor's remark. Unless noted, the call rests on the fitted dose curve; in most records, active means well fitted curve in the direction sought with a large enough effect; inconclusive means small, poorly fitted or top-dose-only effect, or another doubt; inactive means no such curve, though single readings can be large; an effect the other way counts as inactive or inconclusive. Only part of the results is shown; rates above refer to the full screens.

SMILES	PLK1 PBD block	IL2 activator	EPAC1 ag	PI5P4Ka inh	EPAC1 antag	CCT chaperon mod	WRN inhibitor	EPAC2 ag
O=C1Nc2cnc(Cl)nc2Nc2ccccc21	-2%	0.0	-14%	-7	-7%	-0.6	5%[57.1 µM]	1%
COc1ccc(CCN(C)C(=O)CNC(=O)c2ccccc2F)cc1OC	5%	-2.7	-1%	0	?	0.7	-2%[57.1 µM]	7%
NC(=O)c1ccccc1NS(=O)(=O)c1cccs1	1%	-1.6	4%	-2	-1%	0.1	-5%	7%
Cc1ccc(CONS(=O)(=O)c2cc(C)ccc2C)cc1	-12%	-0.2	12%	2	-9%	0.1	2%	17%
O=C(CNC(=O)C1COc2ccccc2O1)N/N=C/c1ccc([N+](=O)[O-])cc1 (stereo not given)	-6%	0.3	-10%	6	-1%	-9.5	-5%	5%
O=C(c1cccnc1NCc1ccccc1)N1CCOCC1	-6%	-0.4	-5%	5	-3%	-0.2	6%	5%
COc1ccc(NC(=S)N2CCC(NC(=O)c3ccccc3C)CC2)cc1	-3%	0.2	-1%	-5	-4%	-0.5	-6%	6%
CCOC(=O)c1csc(NC(=O)C(C)(C)C)n1	6%	-1.5	-1%	2	-12%	0.3	4%	-2%
COc1ccc(Cn2cc(CN3CCOCC3)nn2)cc1	-2%	-0.6	2%	6	1%	0.6	-5%	4%
COC(=O)c1c(C)[nH]c(O)c1C=Nc1ccc(C(C)C)cc1	-8%	-0.3	9%	-8	-12%	2.4	-27%	-6%
Cc1ccc(NC(=O)Cc2ccc([N+](=O)[O-])cc2)c(Br)c1	2%	1.3	-3%	-19	0%	0.7	-8%	11%
CCCCCc1c2c(cc(O)c1C(=O)O)OC(=O)c1cc(C(=O)CCCC)c(OC)cc1O2	21µM*	-0.1	-32%[inhibitor]	-24	50µM*	-4.0	?	4%
CCCCC[C@@H](C)N1C[C@H](COCc2ccccc2)Oc2cc(N3CC[C@H](N(C)C)C3)ccc2S1(=O)=O	1%	-1.2	-2%	25	-13%	1.9	-12%	-15%
CCc1nnc(NC(=O)C2CCN(C(=O)c3ccco3)CC2)s1	-12%	2.6	9%	-25	-17%	1.2	-28%	6%
Cc1ccc2sc(N(CCCN(C)C)C(=O)c3ccc(S(=O)(=O)N4CCc5ccccc5C4)cc3)nc2c1C	-9%	-1.1	-8%	8	-14%	-3.7	-27%	0%
CCCCCCNC(=O)c1cc(-c2ccco2)nc2ccccc12	27µM*	-3.2	-26%	-86*	?	2.0	40µM*	-27%
CC(C)(C)OC(=O)NCc1ccc(NC(=O)c2nc[nH]c2C(=O)N[C@@H](Cc2ccccc2)C(=O)OCc2ccccc2)cc1	3%	-0.6	-14%	13	-6%	2.1	-6%	6%
C[C@@H](NC(=O)Cn1cnc2c(NCc3ccccc3)ncnc21)c1cccc2ccccc12	-9%	1.8	-16%	-12	-20%	-3.6	-12%	5%
O=C(Nc1ccc2c(c1)OCCO2)c1ccc2nccnc2c1	-13%	1.4	-3%	nt	12%	-1.8	-3%	6%
O=C(O)CCC1(C(=O)O)OCCc2ccccc21 (stereo not given)	-6%	-1.7	3%	nt	21%	-2.3	-1%	2%
CC(=O)Nc1ccc(N2C(=O)c3cccc4c(O)ccc(c34)C2=O)cc1	4.7µM*	2.9	89µM*	?	?	-0.1	50µM*	112µM*
O=C(NC1CCCC1)C(c1ccc(F)cc1)N(C(=O)c1csnn1)c1ccccc1F (stereo not given)	-1%	1.2	-4%	4	4%	0.0	9%	6%
CN1CC(=O)N(CC(=O)Nc2ccc(N3CCOCC3)cc2)C1=O	-19%	-0.3	2%	3	?	-2.3	-2%	5%
CC(=O)c1ccc(OCC(=O)Nc2c(C)nn(-c3ccccc3)c2C)cc1	-8%	-1.4	0%	-6	-18%	0.3	-3%	5%
O=[N+]([O-])c1ccc2oc(C3CCCCC3)nc2c1	-11%	1.6	-6%	2	-4%	2.3	-11%	11%
SMILES	PLK1 PBD block	IL2 activator	EPAC1 ag	PI5P4Ka inh	EPAC1 antag	CCT chaperon mod	WRN inhibitor	EPAC2 ag
Cc1cc(C(=O)CCC(=O)N(C)CC(=O)Nc2c(Cl)cccc2Cl)c(C)s1	0%	0.7	-3%	-5	0%	-5.0	8%	1%
COc1ccc(C2C(=O)N(C3CCCCC3)CC(=O)N2C2CCCC2)cc1 (stereo not given)	-5%	-0.4	11%	nt	-11%	-2.6	3%	11%
Cn1ccnc1Sc1ccc(/C=N/NC(=O)c2ccccc2[N+](=O)[O-])cc1[N+](=O)[O-]	0%	-0.8	1%	nt	2%	-1.1	1%	8%
CC1=CC(C)(C)N(S(=O)(=O)c2ccc(C)cc2)c2ccc(C)cc21	-3%	-1.5	3%	nt	-9%	-2.9	-2%	13%
O=C(CCc1c[nH]c2ccccc12)NCC1COc2ccccc2O1 (stereo not given)	-4%	1.9	4%	-7	4%	3.1	4%	-2%
C=C(C)CSC1=C(C#N)C(c2ccccc2Cl)CC(=O)N1 (stereo not given)	13µM*	0.2	-7%	-26	4%	0.0	-11%	-8%
CC(C)[C@H]1C(=O)Nc2ccccc2N1C(=O)N[C@@H](Cc1ccccc1)C(=O)N[C@@H](C(=O)O)c1ccccc1	-3%	0.4	-20%	-8	-2%	-0.2	4%	-4%
CCOC(=O)Cc1csc(NC(=O)c2ccc(S(=O)(=O)N3CCCC3)cc2)n1	-6%	-1.9	-2%	nt	7%	2.1	-3%[57.1 µM]	8%
Cc1ccc(C(=O)/C=C/c2ccc(-c3ccc(C)cc3)o2)cc1	-24%	-0.5	0%	-24	-12%	2.4	?	-6%
COc1cccc(C(C(=O)NC2CCCCC2)N(CC2CCCO2)C(=O)CNC(=O)c2ccco2)c1 (stereo not given)	-19%	6.2	8%	3	-7%	0.4	-4%	4%
Cc1noc(N)c1C1(O)C(=O)Nc2c(Cl)cc(Cl)cc21 (stereo not given)	-5%	1.1	8%	-2	-14%	-0.7	-10%	4%
COCCNC(=O)c1cc(-c2ccccc2)nn1CC1CC(c2cccnc2)=NO1 (stereo not given)	-14%	-0.1	5%	-2	-4%	-0.4	-1%	5%
CC(=O)Nc1ccc(S(=O)(=O)N(C)C2CCN(C)CC2)cc1	-12%	-0.8	4%	-7	-24%	1.0	9%	4%
CCN(CC(=O)NC(C)C)Cc1nc2c(Br)cc(Br)cc2c(=O)[nH]1	-2%	-0.5	0%	-19	-9%	-0.2	1%	6%
O=C(COC(=O)C(O)c1ccccc1)NC12CC3CC(CC(C3)C1)C2 (stereo not given)	0%	0.0	-8%	-1	-4%	0.7	10%	-81%[15.6 µM]
O=C(COc1ccc(S(=O)(=O)N2CCCCC2)cc1)N1CCCC1	0%	0.1	-6%	0	-3%	1.8	13%	5%
COc1ccccc1N1CCN(S(=O)(=O)CCNC(=O)C2CCCC2)CC1	-13%	0.4	-1%	6	-28%	-0.4	-4%	11%
CC(=O)N1N=C(c2ccc(Cl)cc2)CC1c1ccc([N+](=O)[O-])cc1 (stereo not given)	-10%	0.3	6%	-3	?	-5.6	3%	8%
O=C(Nc1ccc(Cl)cc1)N1CCN(c2ccc3nnc(-c4ccc(F)cc4)n3n2)CC1	-4%	0.3	4%	-9	-29%	-2.0	-5%	1%
CN(CC(=O)Nc1ccc2c(c1)OCO2)CC(=O)Nc1ccc(F)c(F)c1F	1%	-0.5	8%	-6	3%	0.3	-3%	4%
COc1ccccc1-c1cnc(C(O)c2ccc(Cl)cc2)[nH]1 (stereo not given)	3%	2.2	-8%	-1	-8%	-0.1	-12%	5%
COc1ccc(-c2nnc(SCC(=O)Nc3ccc(C)cc3)n2C)cc1	-5%	-2.4	-3%	nt	13%	-2.1	-5%[57.1 µM]	2%
COC(=O)c1c(-c2cccs2)csc1NC(=O)c1cccnc1	-5%	-0.6	14%	-2	9%	-0.5	-21%	18%
O=S(=O)(NCC(c1cccnc1)N1CCc2ccccc2C1)c1ccccc1 (stereo not given)	-10%	-1.2	-1%	-1	-19%	-0.2	1%	7%
CC1(C)Cc2c(sc3c2c(N)nc(=S)n3Cc2ccc(Br)cc2)CO1	4%	1.9	-2%	0	2%	1.2	5%	-7%
SMILES	PLK1 PBD block	IL2 activator	EPAC1 ag	PI5P4Ka inh	EPAC1 antag	CCT chaperon mod	WRN inhibitor	EPAC2 ag
CCC(Oc1ccccc1OC)C(=O)N1CC(=O)Nc2ccccc21 (stereo not given)	-6%	1.4	1%	0	-2%	1.0	-1%	7%
Cc1ccc(NC(=O)Cn2cnc3cc([N+](=O)[O-])ccc3c2=O)cc1	-11%	1.1	8%	0	0%	1.2	-2%[11.6 µM]	9%
Nc1cc(=O)[nH]n1C1CCCC1	0%	-2.1	5%	2	8%	3.0	-16%	6%
Cc1ccc(Nc2nc3nonc3[nH]c2=O)cc1Cl	-10%	0.8	-7%	?	-26%	3.1	-10%	-1%
CCn1ncc(CN2CCCC(CNC(=O)c3ccc(F)cc3)C2)c1C (stereo not given)	-4%	0.5	7%	10	6%	0.7	4%	1%
COc1cc(/C=N/Nc2nc(=O)[nH]nc2C)ccc1O	-27%	4.3	-8%	-2	11%	0.3	-8%	-10%
CN(C)S(=O)(=O)N1CCN(S(=O)(=O)c2ccccc2)CC1	2%	-0.1	-11%	nt	-1%	-3.2	0%	4%
Cc1ccc(C(=O)Nc2ccon2)cc1S(=O)(=O)N1CCCCCC1	1%	-1.3	5%	nt	8%	-2.5	-2%	-1%
